Screening data from PubChem BioAssay.
ERb coact inh = inhibitors of ERβ-SRC1 coactivator interaction, primary screen, biochemical, TR-FRET, ERβ LBD, SRC-1 peptide; Estrogen receptor beta (Homo sapiens), Q92731; TR-FRET ER-beta LBD / SRC1-Cy5 peptide binding; receptor agonist-loaded with 1 µM estradiol; inhibition, % at 25.6 µM; hit rate 1.3% among 86,000; AID 633, 2007;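 active means compounds whose percent inhibition of the receptor-coactivator binding signal exceeds about 50% in the single-dose screen, limit read from the data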;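 further: 0% = receptor plus peptide wells without compound and 100% = peptide-only wells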
ERa coact pot = enhancers of ERα–SRC-1 coactivator binding, primary screen, biochemical, TR-FRET, ERα LBD, low estradiol; TR-FRET ERalpha-LBD/SRC-Cy5 coactivator binding, 2 h; 100 = basal binding, no effect; coactivator binding (% of control), % at 25.6 µM; hit rate 1.3% among 86,000; in the data active means activity above about 200%;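 further: binding measured in presence of low estradiol as agonist stimulus; 0% = peptide alone without receptor and 100% = receptor with peptide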
Target sequence (P03372 whole entry, looked up, the tested form may be a part): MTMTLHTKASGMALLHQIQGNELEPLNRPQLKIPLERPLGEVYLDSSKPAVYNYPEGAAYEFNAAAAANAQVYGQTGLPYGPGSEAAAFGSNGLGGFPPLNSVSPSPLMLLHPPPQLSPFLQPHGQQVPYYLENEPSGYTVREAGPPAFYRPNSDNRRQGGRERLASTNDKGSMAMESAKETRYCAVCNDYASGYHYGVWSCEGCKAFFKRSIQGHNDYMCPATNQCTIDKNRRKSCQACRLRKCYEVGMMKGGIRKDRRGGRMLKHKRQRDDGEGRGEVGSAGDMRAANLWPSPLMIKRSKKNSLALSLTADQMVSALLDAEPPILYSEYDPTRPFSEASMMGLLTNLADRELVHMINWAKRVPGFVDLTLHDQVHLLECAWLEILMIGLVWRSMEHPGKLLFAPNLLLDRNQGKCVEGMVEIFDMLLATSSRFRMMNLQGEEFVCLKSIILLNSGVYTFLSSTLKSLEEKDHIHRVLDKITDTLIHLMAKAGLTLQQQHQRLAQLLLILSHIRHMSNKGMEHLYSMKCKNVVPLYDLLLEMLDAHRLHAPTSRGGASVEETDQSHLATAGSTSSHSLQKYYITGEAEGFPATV
FAK inh = FAK kinase inhibitors, primary screen, biochemical; hit rate 0.84% among 97,000; AID 727, 2007; biochemical FAK kinase activity assay; inhibition, %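 (tested at 7 µM)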; in the data active means inhibition above about 19%;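 further: 0% = DMSO and 100% = reference compound high control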
Mac1 fbg enh = enhancers of CD11b/CD18 adhesion to fibrinogen, primary screen, K562 cells, luminescence | activation, % at 10 µM | AID 1499, 2009 | hit rate 0.07% among 93,000 | ATPlite luminescence;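 active means 10 µM primary screen giving 50% or more activity, confirmed by 40% or more on retest at that dose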; further: strong numbers were not always called active; reference of the scale not given here
CD11b adhes inh = inhibitors of CD11b/CD18 adhesion to fibrinogen, primary screen, K562 cells, luminescence; Integrin beta-2 (Homo sapiens) + Integrin alpha-M (Homo sapiens), P05107+P11215; ATPlite luminescence; Mn2+ added to activate the integrin; inhibition, % at 10 µM; hit rate 0.54% among 93,000; AID 1497, 2009;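 active means primary inhibition of 50% or more at 10 µM, then 40% or more on retest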; further: some results filed as inactive read as strong as hits
ERa SRC1 inh = ERα–SRC-1 coactivator interaction inhibitors, primary screen, biochemical, TR-FRET, ERα LBD, estradiol-bound; hit rate 1.7% among 86,000; inhibition, % at 25.6 µM; Estrogen receptor (Homo sapiens), P03372; TR-FRET ER-alpha LBD / SRC-1 peptide; AID 629, 2007; in the data active means inhibition above about 50%;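 further: 0% = receptor plus peptide control and 100% = peptide only without receptor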
MT1-MMP txn act = MT1-MMP promoter reporter activation – cell-based, luciferase luminescence, primary screen | HT1080 MT1-MMP promoter luciferase reporter, overnight; stronger effect = higher value | activation factor at 10 µM | hit rate 0.16% among 86,000;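 active means activation factor of at least 2 for MT1-MMP transcription at 10 µM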
PLAP activator = PLAP enzyme activators, biochemical, luminescence, HTS. Alkaline phosphatase, placental type (Homo sapiens), P05187. purified PLAP enzyme, luminescent substrate read-out; stronger effect = higher value. hit rate 1.2% among 96,000. AID 696, 2007. activation fold at 20 µM; in the data active means activation fold above about 2
E coli WT exp = growth inhibitors of wild-type E. coli, primary screen, strain BW25113, expanded library, OD600. OD600 absorbance. growth inhibition, % at 100 µM. AID 710, 2007. hit rate 0.15% among 98,000;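 active means growth inhibition above about 50% at one test dose, limit read from the data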;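 further: growth measured after 20 h incubation at 37 °C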
* hit, by the source's call; x = no result given; [ ] = remark or other dose.

Compound,ERb coact inh,ERa coact pot,FAK inh,Mac1 fbg enh,CD11b adhes inh,ERa SRC1 inh,MT1-MMP txn act,PLAP activator,E coli WT exp
COc1ccc(N2CCN(S(=O)(=O)c3ccc4c(c3)CCCC4)CC2)c([N+](=O)[O-])c1,x,x,4.3,-7.0,5.4,x,x,0.9,-3.0
Cc1nc(NC(=O)c2ccc(Br)o2)sc1C,1.2,96.5,1.9,-4.0,2.1,-7.0,1.2,0.9,8.0
Clc1ccc(CCNc2ncnc3nc[nH]c23)cc1,x,x,11.7,-8.6,60.1*,x,1.2,1.6,13.0
O=C(c1ccccc1)c1ccccc1C(=O)N1CCCC1,-18.5[fluorescence artefact?],125.8,2.0,1.4,0.6,20.5[fluorescence artefact?],1,1,1.0
Cc1csc(NC(=O)CSc2nnc(Cc3cccn3C)n2-c2ccc(F)cc2)n1,-6.8,118.7,-3.3,-3.9,10.6,-1.3,1.1,1.4,-18.0
CCCCn1c(N)c(N(CCC(C)C)C(=O)CSc2nnc3ccccn23)c(=O)[nH]c1=O,0.2,130.0[fluorescence artefact?],-2.2,2.8,-21.1,2.8,1.1,0.9,-2.0
COc1ccc(N(CC(=O)Nc2ccc3c(c2)OCCO3)S(=O)(=O)c2c(C)noc2C)cc1,98.6*[fluorescence artefact?],108.5,-2.0,x,x,-2.0,1.3,0.8,-6.0
COc1ccccc1-c1c(C)nn2c(C)c(C(C)=O)cnc12,1.8,104.1,-1.2,1.0,-25.0,-9.8,1.1,0.8,3.0
COc1cc2c(cc1OC)CN(C(=O)c1cc3ccccc3oc1=O)CC2,-0.2,126.6,-0.8,-3.1,-3.8,-7.1,1,0.9,-5.0
O=C1C(=O)N(CCCn2ccnc2)C(c2ccccn2)/C1=C(/O)c1ccccc1 (stereo unspecified),4.4[fluorescence artefact?],103.2,x,-3.5,1.0,1.5[fluorescence artefact?],1.1,0.8,x
COC(=O)N1CC(=O)N(OC)C1c1ccc(Cl)cc1Cl (stereo unspecified),-4.0,119.9,-3.7,x,x,-6.3,1.1,1.1,-3.0
O=C(/C=C/c1ccc(Cl)cc1)c1cccnc1,-3.4,95.3[fluorescence artefact?],-13.3,-0.5,-23.7,-2.5,1,0.8,20.0
CCCCSc1nnc(CCCCCNC(=O)OC(C)(C)C)o1,-6.9[fluorescence artefact?],76.3,-7.2,-0.6,-2.0,11.9[fluorescence artefact?],1.1,1.8,3.0
O=C(CSc1ncn[nH]1)N1CCN(S(=O)(=O)c2ccc(Cl)cc2)CC1,0.9,103.4,-1.8,-1.8,-6.8,3.1[fluorescence artefact?],1,2.1*,-3.0
C=CCN1C(=O)CS/C1=C(\C#N)S(=O)(=O)c1ccc(C)cc1,6.3,101.7,-1.4,0.6,3.5,8.0,1.1,1.4,0.0
Cn1c2ccccc2c2c(C(=O)NCc3ccco3)cn(C3CCCCC3)c(=O)c21,14.3[fluorescence artefact?],58.8,1.1,-1.3,-13.8,6.1[fluorescence artefact?],x,1.8,-2.0
COc1cc(CNC(C)c2ccccc2)c(Br)cc1OCC(N)=O (stereo unspecified),-17.9,116.5,-1.1,-1.6,6.2,-0.9,1.1,1.1,4.0
O=C(CCCOc1ccccc1)N1CCN(C(=O)c2ccco2)CC1,1.0[fluorescence artefact?],100.1,-0.9,2.9,-16.7,1.4[fluorescence artefact?],1,1.6,3.0
CCS(=O)CCSC(=N)N (stereo unspecified),-2.8,108.6[fluorescence artefact?],0.5,-4.1,-8.8,17.1,1.2,1.1,-8.0
C=CCNC(=O)Nc1ccc(OCC)cc1,-1.0,111.9,-3.3,-3.4,-3.7,1.3[fluorescence artefact?],1.1,0.8,3.0
Cc1cc(OCC(O)CN2CCN(C)CC2)ccc1C(C)C (stereo unspecified),-10.3,108.3,-0.6,0.2,2.8,-12.4,1.1,1.1,9.0
Cc1nc(-c2ccc(C(=O)N3CCOCC3)cc2)cs1,-14.2[fluorescence artefact?],106.8,2.6,-3.4,13.5,15.6,1.5,1.3,5.0
CCc1nnc(NC(=O)c2cccc(S(=O)(=O)N3CCN(c4ccccc4)CC3)c2)s1,12.8,127.5,-1.5,-2.8,16.0,15.5,1.5,1.5,-10.0
COc1ccc(CNC(=O)COC(=O)c2ccc3c(c2)OCCO3)cc1,-10.6,108.9[fluorescence artefact?],x,-3.9,16.7,-14.8,1.2,0.8,-9.0
CCOc1ccc(CN(CCO)CCO)cc1C(=O)OC,-13.1,89.0,-6.7,0.8,-23.0,-27.8,1.2,0.9,-5.0
CC(C)(C)NC(=O)c1ccnc(C(C)(C)C)c1,-12.0,98.2,-2.1,-0.3,-2.0,-5.2,1.1,1,6.0
COc1ccc(S(=O)(=O)N2CCN(CC(=O)Nc3cc(C(F)(F)F)ccc3Cl)CC2)cc1,6.9[fluorescence artefact?],108.5[fluorescence artefact?],-5.2,x,x,6.6[fluorescence artefact?],1.1,0.9,-9.0
CC(C)Cn1cnc2c1c(=O)n(CC(O)c1ccccc1)c(=O)n2CC(C)C (stereo unspecified),-2.6,109.9,-0.2,-1.7,9.8,-9.1,1,1,8.0
CCOC(=O)c1cccc(N2C(=O)C3C(C2=O)C2C=CC3C23CC3)c1 (stereo unspecified),-2.6[fluorescence artefact?],104.0,-0.6,0.6,-17.7,7.3[fluorescence artefact?],1.1,1.2,-6.0
COc1ccc2c(c1)c1c(n2C(C)=O)C(OC(C)=O)=NCC1,-7.0,89.9[fluorescence artefact?],0.8,10.3,-33.5,-3.9,0.9,0.9,-8.0

One compound at a time, from the list above:
Entry for CCc1nnc(NC(=O)c2cccc(S(=O)(=O)N3CCN(c4ccccc4)CC3)c2)s1 → ERb coact inh = 12.8; ERa coact pot = 127.5; FAK inh = -1.5; Mac1 fbg enh = -2.8; CD11b adhes inh = 16.0; ERa SRC1 inh = 15.5; MT1-MMP txn act = 1.5; PLAP activator = 1.5; E coli WT exp = -10.0
Entry for COc1ccc(CNC(=O)COC(=O)c2ccc3c(c2)OCCO3)cc1 → ERb coact inh = -10.6; ERa coact pot = 108.9[fluorescence artefact?]; FAK inh = x; Mac1 fbg enh = -3.9; CD11b adhes inh = 16.7; ERa SRC1 inh = -14.8; MT1-MMP txn act = 1.2; PLAP activator = 0.8; E coli WT exp = -9.0

Part of the list above in a different format.
Clc1ccc(CCNc2ncnc3nc[nH]c23)cc1
  ERb coact inh: x	ERa coact pot: x	FAK inh: 11.7	Mac1 fbg enh: -8.6	CD11b adhes inh: 60.1*	ERa SRC1 inh: x	MT1-MMP txn act: 1.2	PLAP activator: 1.6	E coli WT exp: 13.0
O=C(c1ccccc1)c1ccccc1C(=O)N1CCCC1
  ERb coact inh: -18.5[fluorescence artefact?]	ERa coact pot: 125.8	FAK inh: 2.0	Mac1 fbg enh: 1.4	CD11b adhes inh: 0.6	ERa SRC1 inh: 20.5[fluorescence artefact?]	MT1-MMP txn act: 1	PLAP activator: 1	E coli WT exp: 1.0

(continued)
Compound,ERb coact inh,ERa coact pot,FAK inh,Mac1 fbg enh,CD11b adhes inh,ERa SRC1 inh,MT1-MMP txn act,PLAP activator,E coli WT exp
Cc1nnsc1C(=O)Nc1ccc(Cl)cc1,10.6[fluorescence artefact?],108.4,-0.6,x,x,0.2,1.2,x,x
CCN(Cc1ccccc1)S(=O)(=O)c1ccc(S(=O)(=O)N(Cc2cccc(OC)c2)CC2CCCO2)cc1 (stereo unspecified),x,x,0.5,-3.9,8.3,x,x,1.6,-22.0
Cc1nc(NC2CCCC2)sc1C(=O)N(C)C,-4.3,101.7,2.4,-2.0,-10.8,-4.9,x,0.8,8.0
CC(C)Sc1nnc(-c2c[nH]c3ccccc23)n1C,-0.9,95.8,-6.3,3.0,-2.3,6.8,1.1,1,2.0
Cn1c(Cc2cccs2)nnc1SCC(=O)N1CCc2ccccc21,-8.5,101.6,1.7,3.7,-6.6,-4.8,0.9,1.3,9.0
O=C(NCc1ccco1)c1cc(-c2cccs2)on1,-5.4,106.2,2.8,1.5,7.1,1.1,1.6,1,0.0
C=C(Br)Cn1c(CCCC)nc2ccccc21,-4.2,109.4[fluorescence artefact?],2.1,2.3,-16.1,-6.4,1.2,1,-4.0
CC1CCN(c2oc(-c3cccc4ccccc34)nc2C#N)CC1,-5.1,148.7,-2.1,x,x,-0.7,1.8,x,-17.0
Cn1c(SCC(=O)Nc2ccc3nc(SCC(=O)N4CCCC4)sc3c2)nnc1-c1ccccc1,x,x,25.0*,-2.3,-19.6,x,x,1.6,-3.0
CCC(C)N(C(=O)COC(=O)c1cn(CC)c2nc(C)ccc2c1=O)C1CCS(=O)(=O)C1 (stereo unspecified),-9.4,106.0[fluorescence artefact?],x,-3.6,2.4,5.8,1.1,1.5,x
Cc1ccc(Cn2c(NCCCn3ccnc3)nc3c2c(=O)n(C)c(=O)n3C)cc1,-12.9,126.8,0.7,117.0,-3.5,-8.0[fluorescence artefact?],1,1.7,1.0
Cc1ccc(OCc2nnc(SCC(=O)Nc3sc(C)c(C)c3C#N)n2C)cc1,10.2,249.7*,x,-4.0,3.0,15.1,1,1,-10.0
O=C(NCc1cccs1)c1ccccc1C(=O)NCc1cccs1,26.2,106.0[fluorescence artefact?],0.5,2.2,3.2,-0.2,1,1,-6.0
CCC(C)n1c(SCC(=O)Nc2ccccc2C(F)(F)F)nc2ccsc2c1=O (stereo unspecified),-0.2,76.8,9.2,-3.8,2.1,-1.7,1.2,1,-15.0
CCOC(=O)c1ccc2nc(C)c3c(c2c1)OC(C)C3 (stereo unspecified),4.1,100.0,0.3,-3.3,0.9,-0.5,0.9,1.4,10.0
COc1ccc(S(=O)(=O)N(C)c2ccc(C(N)=O)cc2)cc1,-9.0[fluorescence artefact?],106.6,2.8,3.4,1.4,2.4[fluorescence artefact?],1.2,1.4,3.0
CC(=O)CSc1nc2ccccc2o1,-5.4,105.8,-3.1,x,x,-7.7,1.4,x,x
O=C(c1ccc(F)cc1)N1CCN(c2ccc([N+](=O)[O-])c(N3CCCCC3)c2)CC1,x,x,3.0,1.4,-5.9,x,x,1.2,-7.0
COc1ccc(Br)cc1CN1CCCC(C(=O)N2CCCCC2)C1 (stereo unspecified),-9.3,91.2[fluorescence artefact?],0.7,-3.7,-1.5,-6.9,1.2,1.3,5.0
Cc1ccccc1C(=O)Nc1ccc(-c2nc3ccc(C(=O)c4ccccc4)cc3[nH]2)cc1,x,x,3.7,38.7,-2.5,x,x,0.9,-14.0
CC1CCCC(C)N1c1nnc(NC(=O)Cn2c(=O)oc3ccccc32)s1 (stereo unspecified),-10.1,101.1[fluorescence artefact?],x,2.8,-6.4,-2.4,1,1,-2.0
